High-throughput results: PubChem BioAssay, several laboratories
MrgX1 agonist – human MrgX1 receptor agonism, primary screen; Q96LB2; MrgX1-HEK293 cells, Fluo-4 calcium fluorescence, agonist mode; active compounds read high; B-score at 10 µM; hit rate 0.44% among 310,000; AID 588627;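 active = calcium response B-score plate-corrected fluorescence ratio at least 3 library SD, with starting fluorescence B-score inside 5 SD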
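Assay system: stable human MrgX1 HEK293 cell line. Quantity: 15,000 cells per well. Schedule: cells plated overnight, dye loaded 0.5 h 37 °C, 0.5 h room temperature. Detection: Fluo-4 NW calcium-flux fluorescence, kinetic read. Read-out basis: peak-minus-minimum fluorescence over baseline, converted to B scores. Control set: positive and negative control wells on each plate.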
TRPC4 PAM – allosteric potentiators of mouse TRPC4 channel; Q9QUQ5; HEK293 TRPC4beta/mu-opioid, DAMGO EC20, Fluo-4 Ca2+ flux; active compounds read high; B-score at 10 µM; hit rate 0.42% among 310,000; AID 2227;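 active = B-score of calcium response area above 5 SD of library B-scores, with initial fluorescence ratio within 5 SD of library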;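 note: B-score of integrated fluorescence ratio over time as area under calcium response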
Target sequence (Q9QUQ5 whole entry, looked up): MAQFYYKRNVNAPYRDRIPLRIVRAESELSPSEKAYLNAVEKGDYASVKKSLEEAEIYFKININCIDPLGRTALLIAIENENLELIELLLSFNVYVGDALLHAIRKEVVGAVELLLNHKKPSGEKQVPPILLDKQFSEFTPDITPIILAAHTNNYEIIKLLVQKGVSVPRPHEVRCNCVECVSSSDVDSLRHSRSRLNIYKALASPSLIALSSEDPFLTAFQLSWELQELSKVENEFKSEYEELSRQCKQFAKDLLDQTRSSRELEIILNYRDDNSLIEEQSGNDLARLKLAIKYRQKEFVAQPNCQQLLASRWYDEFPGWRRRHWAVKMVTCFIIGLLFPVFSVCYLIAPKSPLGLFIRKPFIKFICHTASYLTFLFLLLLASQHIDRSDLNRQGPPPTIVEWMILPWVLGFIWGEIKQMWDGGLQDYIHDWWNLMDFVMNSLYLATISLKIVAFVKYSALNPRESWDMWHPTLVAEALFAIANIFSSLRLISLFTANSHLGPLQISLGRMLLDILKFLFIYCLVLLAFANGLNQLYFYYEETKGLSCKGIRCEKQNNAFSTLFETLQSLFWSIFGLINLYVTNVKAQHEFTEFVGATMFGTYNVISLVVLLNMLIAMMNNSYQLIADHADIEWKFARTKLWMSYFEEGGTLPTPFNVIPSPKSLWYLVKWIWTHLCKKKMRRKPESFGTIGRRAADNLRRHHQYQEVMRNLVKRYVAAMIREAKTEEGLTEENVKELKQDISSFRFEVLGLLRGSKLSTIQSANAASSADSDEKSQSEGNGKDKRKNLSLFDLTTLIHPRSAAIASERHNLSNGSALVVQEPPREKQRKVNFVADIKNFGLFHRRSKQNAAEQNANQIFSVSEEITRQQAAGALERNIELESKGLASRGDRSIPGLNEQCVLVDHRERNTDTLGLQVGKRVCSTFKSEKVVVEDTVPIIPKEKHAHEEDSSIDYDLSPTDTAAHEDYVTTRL
TRPC6 inh – mouse TRPC6 channel inhibition; Q61143; HEK293-TRPC6, membrane potential dye, ACh-evoked depolarization; active compounds read low; B-score at 10 µM; hit rate 1.1% among 310,000;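 active = B-score under library mean minus 3 SD, initial fluorescence not abnormally high, positive integrated signal ratio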;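 note: B-score derived from integrated fluorescence ratio over the kinetic read; more negative B-score means stronger inhibition of depolarization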
MrgX1 antag – human MrgX1 receptor antagonism, primary screen. MRGX1-HEK293 calcium flux, Fluo-4, BAM8-22 antagonism; active compounds read low. B-score at 10 µM. Q96LB2. hit rate 1.3% among 310,000;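 active = calcium-response B-score plate-corrected more than 3 library SD below zero, starting fluorescence within 5 deviations, no agonist response on first addition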;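 note: peak minus trough fluorescence over baseline after final BAM8-22 challenge near maximal dose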
SKKanGAS inh – inhibitors of SKKanGAS S. pyogenes growth in kanamycin (SK-promoter or general growth effect); inhibition, % at 7.5 µM; hit rate 1.3% among 300,000; BacTiter-Glo, 6 h; AID 1662;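 active = mean replicate score, as percent of positive control median, at least 50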;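 note: strain carries kanamycin resistance gene driven by streptokinase promoter and grows in 40 µg/ml kanamycin; loss of luminescence reflects streptokinase promoter inhibition or plain growth inhibition; 0% = median of DMSO wells and 100% = positive control at its reference dose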
TRPC6 activator – activators of mouse TRPC6 channel. hit rate 0.13% among 310,000. AID 2550. HEK293-TRPC6 membrane potential dye fluorescence; active compounds read high. B-score at 10 µM;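 active = B-score of the integrated fluorescence ratio above library mean plus 3 SD, and starting fluorescence ratio within library mean plus 5 SD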;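 note: higher score means more depolarization so channel activation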
TRPC4 act – opens the mouse TRPC4 cation channel | Q9QUQ5 | AID 2237 | B-score at 10 µM | hit rate 0.49% among 310,000 | HEK293 TRPC4beta/mu-opioid, Fluo4 calcium fluorescence; active compounds read high;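 active = B-score above 5 SD of library B-scores, and initial fluorescence ratio not above library mean plus 5 SD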;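 note: positive B-score marks a calcium rise read as TRPC4 activation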
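System: HEK293 cells stably co-expressing mouse TRPC4beta and mu-opioid receptor; Schedule: Fluo4 dye loading 45 min at room temperature, 110 s recording; Detection: Fluo4 fluorescence, kinetic; Evaluation: B-scored integrated calcium fluorescence ratio; Controls: buffer (low) and maximal DAMGO (high).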
TMEM16A inh – blocks the mouse calcium-activated chloride channel TMEM16A | normalized B-score (activity score, 25-100; higher = stronger inhibition) at 10 µM | Q8BHY3 | hit rate 1.2% among 310,000 | HEK293 TMEM16A/YFP iodide influx fluorescence, ionomycin;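 active = ratio plate-corrected score three or more library SD toward inhibition, starting fluorescence score within five deviations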;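 note: score derived from kinetic fluorescence span divided by baseline fluorescence per well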
MrgX1 PAM – human MrgX1 positive allosteric modulation, primary screen | MrgX1-HEK293, Fluo-4 calcium flux, FDSS; active compounds read high | AID 588675 | B-score at 10 µM | Q96LB2 | hit rate 0.63% among 310,000;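 active = plate-corrected calcium response at least 3 library SD above typical, normal starting fluorescence, not activating the receptor alone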;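 note: compound read alongside a low EC10 to EC30 dose of BAM8-22 agonist; peak minus trough fluorescence over baseline measured at the second addition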
TMEM16A act – activates or potentiates the mouse TMEM16A chloride channel. Q8BHY3. HEK293 TMEM16A/YFP-H148Q/I152L, iodide quench fluorescence; active compounds read low. B-score at 10 µM. hit rate 0.3% among 340,000. AID 623877;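 active = fluorescence-ratio B-score plate-corrected deviation score at least 3 library SD below zero, with starting fluorescence score within 5 deviations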;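 note: channel opened by trigger with iodide after compound preincubation; score built on the fluorescence ratio of max minus min over baseline; more negative score means more quench and so TMEM16A activation or potentiation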
TRPC4 inh – TRPC4 (mouse) channel inhibition; HEK293 TRPC4beta/mu-opioid, DAMGO-evoked Fluo4 calcium flux; active compounds read low; Q9QUQ5; B-score at 10 µM; hit rate 0.39% among 300,000;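 active = B-score over 3 SD under the library average, no early fluorescence shift, positive overall ratio signal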
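Material: HEK293 cells with stable TRPC4beta plus mu-opioid receptor expression; probe or stimulus: DAMGO in two steps, submaximal then maximal; technique: Fluo4 calcium fluorescence by kinetic imaging, 5 s 1 Hz baseline; measure: integrated fluorescence ratio relative to baseline, converted to per-well B score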
Numbers without * were called inactive; i = inactive; / = not tested or not shown. Only part of the results is shown, so the mix of outcomes need not match the whole.

no.	Structure	MrgX1 agonist	TRPC4 PAM	TRPC6 inh	MrgX1 antag	SKKanGAS inh	TRPC6 activator	TRPC4 act	TMEM16A inh	MrgX1 PAM	TMEM16A act	TRPC4 inh
1	O=P(C(c1ccc2c(c1)OCO2)N1CCOCC1)(N1CCOCC1)N1CCOCC1 (stereo not drawn)	i	i	i	i	15	i	i	i	i	i	i
2	O=C(O)Cn1cc(/C=C2\C(=O)NC(=O)N(c3ccc(Br)cc3)C2=O)c2ccccc21	i	i	i	i	2	i	i	i	i	i	i
3	COc1ccc(C(=O)N2C[C@H]3C[C@@H](C2)c2cccc(=O)n2C3)cc1OC	i	i	i	i	-3	i	i	i	i	i	i
4	Cc1cccc(N2C(=O)NC(=O)C3(Cc4cc(C)ccc4N(C)C3)C2=O)c1 (stereo not drawn)	i	i	i	i	2	i	i	i	i	i	i
5	CC12CCC(=O)C=C1CCC1C2CCC2(C)C(O)CCC12 (stereo not drawn)	i	/	/	i	/	/	/	i	i	i	/
6	CC(C)C(=O)NC(Oc1ccccc1Cl)C(Cl)(Cl)Cl (stereo not drawn)	i	i	i	i	9	i	i	i	i	i	i
7	CCCn1c(C(=O)c2ccc(OC)cc2)nc2ccccc21	i	i	i	i	2	i	i	i	i	i	i
8	O=C(c1ccc2c(c1)N(Cc1ccc(F)cc1)CCS2)N1CCC2(CC1)OCCO2	i	i	i	i	-5	i	i	i	i	i	i
9	O=S1(=O)CCN(CCc2c[nH]c3ccccc23)CC1	i	i	i	i	-26	i	i	i	i	i	i
10	Nc1c(C(=O)NCc2ccco2)c2nc3ccccc3nc2n1Cc1ccc(F)cc1	i	i	i	i	12	i	i	i	i	i	i
11	COc1ccc(CNCCc2c[nH]c3ccccc23)c(OC)c1C	i	i	i	i	9	i	182*	i	i	i	i
12	O=C(C1CC(c2ccc(F)cc2)=NO1)N1CCC2(CC1)OCCO2 (stereo not drawn)	i	i	i	i	-2	i	i	i	i	i	i
13	CC(=O)OC1N=C(c2ccccc2)c2cc(Br)ccc2N(C)C1=O (stereo not drawn)	i	i	i	i	-1	i	i	i	i	i	i
14	COC(=O)C(C)NC(=S)N1CC2C[C@@H](C1)Cn1c2cccc1=O (stereo partly drawn)	i	i	i	i	-1	i	i	i	i	i	i
15	CCCOc1ccccc1C1SCC(=O)Nc2c1c(=O)[nH]n2C(C)CCC (stereo not drawn)	i	i	i	i	-4	i	i	i	i	i	i
16	Cn1c(O)c(/C=N/NC(=O)c2ccncc2)c(=O)[nH]c1=S	i	i	i	i	1	i	i	i	i	i	i
17	Cn1cc(C=C(C#N)C#N)c2ccccc21	i	i	i	i	-1	i	i	i	i	i	i
18	C=C(C)CSc1nnc([C@@H](N)Cc2c[nH]c3ccccc23)o1	i	i	i	i	2	i	i	i	i	i	i
19	Cc1ccc(-n2c(O)c(/C=N/Nc3ccccc3)c(=O)[nH]c2=O)cc1C	i	i	i	i	-6	i	i	i	i	/	i
20	FC(F)=C(F)CCSc1ncn[nH]1	i	i	i	i	3	i	i	i	i	i	i

Filtered by structure: the entries above with bromine
no.	Structure	MrgX1 agonist	TRPC4 PAM	TRPC6 inh	MrgX1 antag	SKKanGAS inh	TRPC6 activator	TRPC4 act	TMEM16A inh	MrgX1 PAM	TMEM16A act	TRPC4 inh
2	O=C(O)Cn1cc(/C=C2\C(=O)NC(=O)N(c3ccc(Br)cc3)C2=O)c2ccccc21	i	i	i	i	2	i	i	i	i	i	i
13	CC(=O)OC1N=C(c2ccccc2)c2cc(Br)ccc2N(C)C1=O (stereo not drawn)	i	i	i	i	-1	i	i	i	i	i	i

(list continues)
no.	Structure	MrgX1 agonist	TRPC4 PAM	TRPC6 inh	MrgX1 antag	SKKanGAS inh	TRPC6 activator	TRPC4 act	TMEM16A inh	MrgX1 PAM	TMEM16A act	TRPC4 inh
21	FC(F)(F)Oc1ccc(C2NCc3ccccc3-n3cccc32)cc1 (stereo not drawn)	i	i	i	i	5	i	i	i	i	i	i
22	N/C(=N\[N+](=O)[O-])N1CCN(C(=O)OC2CCCC2)CC1	i	i	i	i	3	i	i	i	i	i	i
23	CC(C)n1c(=O)c(C=Nc2cccc([N+](=O)[O-])c2)c(O)n(CCc2ccccc2)c1=O	i	i	i	i	6	i	i	i	i	i	i
24	O=S(=O)(F)c1ccc2nc(-c3cccc(Sc4ccccc4)c3)cc(Cl)c2c1	i	i	i	i	-1	i	i	i	i	i	i
25	CN(C(=O)Oc1ccc(Cl)c2cccnc12)c1ccccc1	i	i	i	i	-1	i	i	i	i	i	i
26	N=C1C(c2ccccc2)=C(O)CN1Cc1ccco1	i	i	i	-5.7*	-4	i	i	i	i	i	i
27	COC(=O)C1=C(c2cccc(OC)c2OC)C[C@@H]2CC[C@H]1N2C(=O)NCC1CC1	i	i	i	i	2	i	i	i	i	i	i
28	O=C(NC1CN2CCC1CC2)c1cccc(Cl)c1 (stereo not drawn)	i	i	i	i	1	i	i	i	i	i	i
29	CCC1(C2=NCCN2)Cc2ccccc2O1 (stereo not drawn)	i	/	/	i	/	/	/	i	i	i	/
30	Clc1cccc(CNCCc2c[nH]c3ccccc23)c1	i	i	i	i	11	i	i	i	i	i	i
31	CCC(=NCc1ccco1)c1c(O)[nH]c(=O)[nH]c1=O	i	i	i	i	-9	i	i	i	i	i	i
32	N#Cc1ccccc1NC(=O)CN1CC=C(c2ccccc2)CC1	i	i	i	i	7	i	i	i	i	i	i
33	Cc1ccc(C2CN(C)CC2C(=O)c2ccc(F)cc2)cc1 (stereo not drawn)	i	i	i	i	-1	i	i	i	i	i	-6*
34	CNS(=O)(=O)c1ccc(N=Cc2c(O)n(-c3ccccc3)c(=O)[nH]c2=O)cc1	i	i	i	i	-5	i	i	i	i	i	i
35	O=C1NC(=O)N(Cc2ccc(F)cc2)C(=O)/C1=C\c1ccc([N+](=O)[O-])s1	i	i	i	i	13	i	i	i	i	i	i
36	CN(C)C(=O)Oc1ccnc2cc(Cl)ccc12	i	i	i	i	-22	i	i	i	i	i	i
37	C[C@]12CC[C@H](O)C[C@H]1CC[C@@H]1[C@@H]2CC[C@]2(C)[C@@H](C3=CC(=O)OC3)CC[C@]12O	i	/	/	i	/	/	/	i	i	i	/
38	COc1ccc(CC(=O)Nc2ccc3c(C(F)(F)F)cc(=O)oc3c2)cc1OC	i	i	i	i	-6	i	i	i	i	i	i
39	Fc1ccc(CNC2CN3CCC2CC3)cc1 (stereo not drawn)	i	i	i	i	2	i	i	i	i	i	i
40	O=C1/C(=C\c2ccc(Cl)c(Cl)c2)N2CCC1CC2	i	i	i	i	-2	i	i	i	i	i	i

Going on with the list.
no.	Structure	MrgX1 agonist	TRPC4 PAM	TRPC6 inh	MrgX1 antag	SKKanGAS inh	TRPC6 activator	TRPC4 act	TMEM16A inh	MrgX1 PAM	TMEM16A act	TRPC4 inh
41	CC(=O)Nc1nnc(CCN(CCc2nnc(NC(C)=O)s2)[N+](=O)[O-])s1	i	i	i	i	-3	i	i	i	i	i	i
42	CN(C)P(=O)(C(Cl)=C(N1CCCCC1)N1CCCCC1)N(C)C	i	i	i	i	-5	i	i	i	i	i	i
43	CCC(C)N1Cc2ccccc2C1=N (stereo not drawn)	i	i	i	i	-1	i	i	i	i	i	i
44	Cn1c(O)c(/C=N/N2CCOCC2)c(=O)n(C)c1=S	i	i	i	i	-5	i	i	i	i	i	i
45	O=C(COc1ccccc1)N1CCN(C2CCCC2)CC1	i	i	i	i	4	i	i	i	i	/	i
46	C[C@]12N[C@H](Cc3ccccc31)c1ccccc12	i	i	i	i	-4	i	i	i	i	i	i
47	C#CC(CC)(CC)NC(=O)Nc1ccc(OCC)cc1	i	i	i	i	-6	i	i	i	i	i	i
48	CCN(CC)C(=O)c1ccc(NC(=O)c2cccc(F)c2)cc1	i	i	i	i	13	i	i	i	i	i	i
49	COc1ccc(Cn2c(O)c(/C=N/NC(=O)c3ccccc3O)c(=O)[nH]c2=O)cc1	i	i	i	i	27	i	i	i	i	i	i
50	CC(C)c1ccc(N2C(=O)NC(=O)/C(=C\C=C\c3ccco3)C2=O)cc1	i	i	i	i	7	i	i	i	i	/	i
51	Cc1nn(Cc2ccccc2)c(Cl)c1C(=O)O	i	i	i	i	6	i	i	i	i	i	i
52	CN1CCN(Cc2cc3c(cc2[N+](=O)[O-])OCO3)CC1	i	i	i	i	-5	i	i	i	i	i	i
53	Cn1c(O)c(C(=O)c2ccccc2)c(=O)n(C)c1=O	i	i	i	i	-9	i	i	i	i	i	i
54	C[C@]12C=CC(=O)C=C1C=C[C@@H]1C2CC[C@]2(C)C(=O)CCC12 (stereo partly drawn)	i	i	i	i	-3	i	i	i	i	i	i
55	CCCC(C)C(=O)NC1CCSC1=O (stereo not drawn)	i	i	i	i	-14	i	i	i	i	i	i
56	COc1cc(C)c(CNCCc2c[nH]c3ccccc23)cc1C	i	i	i	i	0	i	144*	i	i	i	i
57	C=CCn1c(O)c(C(C)=NCCc2c[nH]c3ccccc23)c(=O)[nH]c1=O	i	i	i	i	-4	i	i	i	i	i	i
58	CC12CN3CCN(CC(C3)/C1=N/NC(N)=O)C2	i	i	i	i	-1	i	i	i	i	i	i
59	Cc1ccc(CN2CCN(CC(=O)N3CCC4(CC3)OCCO4)C2=O)cc1	i	i	i	i	2	i	i	i	i	i	i
60	COc1cc(OC)c(OC)cc1CN1CCN(C(=O)Cc2ccccc2)CC1	i	i	i	i	-2	i	i	i	i	i	i
61	CC(=NCCN1CCCCC1)c1c(O)n(-c2ccc(Cl)cc2)c(=O)[nH]c1=O	i	i	i	i	6	i	i	i	i	i	i
